From PubChem BioAssay
HCT116 survival: survival after telomere uncapping, modulators, primary screen, cell-based (AID 1259312) | HCT116 + Ad-hTR-mut, survival, MTT, 5 d; stronger effect = higher value | fold change at 10 µM | hit rate 4.5% among 4,500;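 active = cell survival measured by absorbance rises more than 2.5-fold over infected cells without compound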;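 also: virus expresses mutant telomerase RNA that uncaps telomeres and kills cells; compound added 2 days after infection so exposure lasts 3 days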
Active calls of the source: *; i = inactive.

(1) OC(OCC1Cc2ccccc2O1)C1Cc2ccccc2O1 (stereo unspecified)
  HCT116 survival: -1.2

(2) O=C(NCC1CCCO1)c1cc2ccccc2s1 (stereo unspecified)
  HCT116 survival: -1.5

(3) CC1(C)CC(=O)C2=C(C1)SC(c1ccco1)C(C#N)=C2N (stereo unspecified)
  HCT116 survival: 1

(4) CSc1nc2ccccc2n1Cc1ccccc1Cl
  HCT116 survival: 1.3

(5) Fc1ccc(NC(=S)Nc2ccc(Br)cc2)c(F)c1
  HCT116 survival: 1.5

(6) N#CC1=C(N)Oc2n[nH]c(-c3ccccc3)c2C1c1ccco1 (stereo unspecified)
  HCT116 survival: 2.5

(7) O=C1NC2(CCCCC2)Oc2ccccc21
  HCT116 survival: -3

(8) CC(C)(C)c1cc(CSCc2cc(C(C)(C)C)cc(C(C)(C)C)c2)cc(C(C)(C)C)c1
  HCT116 survival: -2.2

(9) O=S(=O)(C/N=C(/NC(=S)Nc1ccc(Br)cc1)c1ccccc1)c1ccccc1
  HCT116 survival: -1.8

(10) O=C(N1CCNCC1)C12CC3CC(CC(C3)C1)C2
  HCT116 survival: -1.1

(11) N#Cc1cc([N+](=O)[O-])cc(Br)c1N
  HCT116 survival: -1.3

(12) CCS(=O)(=O)c1cc([N+](=O)[O-])c(Sc2ccccc2N)s1
  HCT116 survival: -2.8

(13) NCCNc1ccc([N+](=O)[O-])cc1[N+](=O)[O-]
  HCT116 survival: 1.8

(14) Oc1c(Cl)cc(Cl)cc1C=Nc1ccc(F)cc1
  HCT116 survival: i

(15) CCCc1ccn(CCSCC)c1-c1cccs1
  HCT116 survival: -2.5

(16) CC1CCC2[C@](C)(CO)C(O)CC[C@]2(C)C12CCC(CO)(CCO)O2 (stereo partly specified)
  HCT116 survival: 1.4

(17) CCOC(=O)C1=C(N)Oc2c(Br)cc(Br)cc2C1C(C#N)C(=O)OCC (stereo unspecified)
  HCT116 survival: -1.1

(18) O=C1C(=O)N(CN2CCN(CCO)CC2)c2ccccc21
  HCT116 survival: 1.9

(19) CCc1sc(C2C(C#N)=C(N)SC(N)=C2C#N)cc1Br
  HCT116 survival: 1

(20) O=C(NCCCN1CCOCC1)C(=O)NCc1ccco1
  HCT116 survival: -1.1

(21) Cc1nc2c([nH]1)C(c1ccc(O)cc1)C(C#N)=C(N)O2 (stereo unspecified)
  HCT116 survival: 2

(22) Fc1ccccc1OCCSc1nc2ccccc2o1
  HCT116 survival: -1.6

(23) O=C1COc2ccc(C(=O)O)cc2N1
  HCT116 survival: -2.5

(24) Cc1nc(SCCOc2ccc(C(C)(C)C)cc2)c2ccccc2n1
  HCT116 survival: 1

(25) O=C1c2ccccc2-c2c(-c3ccccc3)sc(=O)n21
  HCT116 survival: -1.3

(26) CC12C=CC(=O)C=C1CCC1C3CC(O)C(O)(C(=O)CO)C3(C)CC(O)C12F (stereo unspecified)
  HCT116 survival: 1.1

(27) O=[N+]([O-])c1ccc(-c2nnco2)cc1
  HCT116 survival: -1.2

(28) Cc1nnc2sc3c(n2c1=O)C(=O)N(Cc1ccccc1)C3=O
  HCT116 survival: -1.5

(29) CCc1sc(C(C2C(=O)CC(C)(C)CC2=O)C2C(=O)CC(C)(C)CC2=O)cc1Br
  HCT116 survival: -6

(30) Cc1[nH]nc2c1C1(CCOCC1)C(C#N)=C(N)O2
  HCT116 survival: -1.3

In a second layout: results already given
No. | SMILES | HCT116 survival
2 | O=C(NCC1CCCO1)c1cc2ccccc2s1 (stereo unspecified) | -1.5
3 | CC1(C)CC(=O)C2=C(C1)SC(c1ccco1)C(C#N)=C2N (stereo unspecified) | 1
4 | CSc1nc2ccccc2n1Cc1ccccc1Cl | 1.3
5 | Fc1ccc(NC(=S)Nc2ccc(Br)cc2)c(F)c1 | 1.5
6 | N#CC1=C(N)Oc2n[nH]c(-c3ccccc3)c2C1c1ccco1 (stereo unspecified) | 2.5
7 | O=C1NC2(CCCCC2)Oc2ccccc21 | -3

(next part)
(31) N#CC1=C2CCCCC2C(=O)n2c1nc1ccccc12 (stereo unspecified)
  HCT116 survival: -1.4

(32) Cc1cc(C)c(CO)c(C)c1/C=N/O
  HCT116 survival: -1.2

(33) CN(C)c1ccc2sc(=S)[nH]c2c1
  HCT116 survival: -1.4

(34) CC(C)COc1ccc2c(c1)c1c3n2CCNC3CCC1 (stereo unspecified)
  HCT116 survival: -1.8

(35) O=C(O)CN1C(=O)C(=O)c2cc(Br)ccc21
  HCT116 survival: -1.5

(36) O=C1CCCc2c1[nH]c1ccc(C3CCCCC3)cc21
  HCT116 survival: 1.1

(37) COc1ccc(C2NN(CN3CCOCC3)C(=S)N2Cc2ccccc2)cc1 (stereo unspecified)
  HCT116 survival: -2.8

(38) CCCCNC(=O)Cn1cc([N+](=O)[O-])cn1
  HCT116 survival: -2.9

(39) NCCc1cnn(-c2ccccc2)c1
  HCT116 survival: 1

(40) COc1ccc(-c2csc(N3CCN(Cc4ccc5c(c4)OCO5)CC3)n2)cc1
  HCT116 survival: -1.1

(41) Clc1ccc(N=Cc2cccc3ccccc23)nc1
  HCT116 survival: 1.1

(42) CNC(=S)NNC(=O)C12CC3CC(CC(C3)C1)C2
  HCT116 survival: -1.7

(43) COc1ccc(-c2coc3cc(O)ccc3c2=O)cc1
  HCT116 survival: -1.8

(44) COc1ccc2c(c1)-c1c(ssc1=S)C(C)(C)N2C(=O)CSc1ncn[nH]1
  HCT116 survival: -3.5

(45) COc1cc(C)c(S(=O)(=O)N2CCCC2)cc1C(C)C
  HCT116 survival: -1.2

(46) CCN1/C(=C/C(C)=O)Sc2ccccc21
  HCT116 survival: 1

(47) CCN1C(=O)/C(=C2\SC(=S)N(C3CCS(=O)(=O)C3)C2=O)c2ccccc21 (stereo unspecified)
  HCT116 survival: -1

(48) O=C1CC(c2ccccc2)CC2=C1C(c1ccc(-c3ccccc3)cc1)Nc1ccccc1N2 (stereo unspecified)
  HCT116 survival: 1.1

(49) Nc1nnc(SCC(=O)Nc2nccs2)s1
  HCT116 survival: 1.2

(50) CS(=O)(=O)N1CCc2ccccc21
  HCT116 survival: 1.5

(51) S=C(NC1CCCCC1)NN1CCOCC1
  HCT116 survival: -1.1

(52) Clc1nnc(-c2ccccc2)cc1-c1ccccc1
  HCT116 survival: 1.1

(53) COC1=CC(=O)CC(C)C12Oc1c(Cl)c(OC)cc(OC)c1C2=O (stereo unspecified)
  HCT116 survival: -1

(54) Nc1nc2c(ncn2[C@H]2C[C@H](O)[C@@H](CO)O2)c(=O)[nH]1
  HCT116 survival: i

(55) CCOC(=O)C1=C(C(=O)OCC)SC(=C2C(=S)C(C)(C)Nc3ccc(C)cc32)S1
  HCT116 survival: 2.4

(56) S=c1oc(-c2cccs2)nn1CN1CCOCC1
  HCT116 survival: 1.1

(57) NC(N)=NS(=O)(=O)c1ccc(N)cc1
  HCT116 survival: 1.2

(58) O=C1C2OCC(O2)[C@H]2[C@@H]1[C@H]1C=Cc3ccccc3N1[C@@H]2C(=O)c1ccccc1 (stereo partly specified)
  HCT116 survival: 1.9

(59) COc1ccc(S(=O)(=O)N(CCO)C2CCCCC2)cc1
  HCT116 survival: 1.3

(60) CC1(C)C(C=C(Cl)Cl)C1C(=O)Nc1sc2c(c1C#N)CCC2 (stereo unspecified)
  HCT116 survival: -1.6

Screen by screen, from the results shown:
Nos. 49–60 in HCT116 survival read 1.2, 1.5, -1.1, 1.1, -1, i, 2.4, 1.1, 1.2, 1.9, 1.3, -1.6

Remaining list, next part:
(61) CCc1sc(C2C(C#N)=C(N)OC(C)=C2C(=O)OC)cc1Br (stereo unspecified)
  HCT116 survival: -3.6

(62) CC(=O)CC1(O)C(=O)Nc2ccccc21 (stereo unspecified)
  HCT116 survival: -2

(63) c1cncc(Cn2cccc2)c1
  HCT116 survival: 2

(64) O=C1NC(=S)S/C1=C/c1ccc(O)cc1
  HCT116 survival: 3.6*

(65) CC(O)CNC(=O)C12CC3CC(CC(C3)C1)C2 (stereo unspecified)
  HCT116 survival: -1

(66) Cc1ccsc1C1C(C#N)=C(N)Oc2n[nH]c(C(C)(C)C)c21 (stereo unspecified)
  HCT116 survival: 1.5

(67) COc1ccc(OC)c(C2C(C#N)=C(N)Oc3n[nH]c(C(C)(C)C)c32)c1 (stereo unspecified)
  HCT116 survival: 1.5

(68) O=c1[nH]cnc2c1sc(=S)n2-c1ccccc1
  HCT116 survival: i

(69) COc1nc(-c2ccccc2)cc(-c2ccccc2)c1C#N
  HCT116 survival: 1.5

(70) N#CC1=C(N)Oc2[nH]c(=O)[nH]c(=O)c2C1c1cccnc1 (stereo unspecified)
  HCT116 survival: 1.2

(71) NNc1ccc2[nH]c(=O)[nH]c2c1
  HCT116 survival: 1

(72) O=Cc1ccc(Br)s1
  HCT116 survival: 1.1

(73) Cn1c2c(c(=O)[nH]c1=O)C(c1ccc(Cl)cc1)C1=C(N2)c2ccccc2C1=O (stereo unspecified)
  HCT116 survival: -2.1

(74) O=C(c1cccs1)[C@H]1CCCC[C@H]1C(=O)O
  HCT116 survival: 1.2

(75) Cc1ccc(-c2nn(CN3CCC(c4ccccc4)C3)c(=S)n2-c2ccccc2)cc1 (stereo unspecified)
  HCT116 survival: -1.2

(76) CCn1c(-c2cccc(Br)c2)n[nH]c1=S
  HCT116 survival: -1.4

(77) C=CCn1c(-c2ccc(C)cc2Cl)n[nH]c1=S
  HCT116 survival: -1.7

(78) O=C(CN1CCCCCC1)N1CCn2c3c(c4cc(C5CCCCC5)ccc42)CCCC31 (stereo unspecified)
  HCT116 survival: 1.1

(79) CSc1nnnn1-c1ccccc1
  HCT116 survival: -1.3

(80) Oc1ccc(Br)cc1C=Nc1ccc(Cl)cn1
  HCT116 survival: i

(81) N#Cc1c(SCc2ccc(Cl)c(Cl)c2)nc2c(c1-c1cccs1)CCCC2
  HCT116 survival: 1.4

(82) O=S1(=O)OC(c2ccc(O)cc2)(c2ccc(O)cc2)c2ccccc21
  HCT116 survival: 1.8

(83) N#CCC(c1ccccc1)C(C#N)c1ccc(Br)cc1 (stereo unspecified)
  HCT116 survival: -1.3

(84) COc1ccc(N=c2sc(C3=c4ccccc4=NC3=O)c(O)n2-c2ccc(OC)cc2)cc1
  HCT116 survival: i

(85) CC1(C)COCC(C)(C)N1
  HCT116 survival: -1.6

(86) Clc1ccc(-c2csc(N3CCOCC3)n2)c(Cl)c1
  HCT116 survival: 1.3

(87) NC(=O)c1c(NC(=O)c2ccco2)sc2c1CCCC2
  HCT116 survival: 1.3

(88) N#Cc1ccc(CSc2nc3ccccc3o2)c(Cl)c1
  HCT116 survival: 1.2

(89) Cc1ccc(NC(=O)OC(C)(C)C)s1
  HCT116 survival: -2.1

(90) N#C/C(=C\c1ccc(Br)s1)C(N)=S
  HCT116 survival: -3.7

(91) O=C1NC(=O)N(c2ccc(F)cc2)C(=O)C1C(c1ccncc1)C1C(=O)NC(=O)N(c2ccc(F)cc2)C1=O (stereo unspecified)
  HCT116 survival: 1.7

(92) NC(=O)CCCc1c[nH]c2ccccc12
  HCT116 survival: 1

(93) Nc1ccc(N2CCOCC2)c(Cl)c1
  HCT116 survival: 4.1*

(94) O=C(Cn1cc(/C=C2/SC(=O)NC2=O)c2ccccc21)Nc1ccccc1
  HCT116 survival: -2.1

(95) O=[N+]([O-])c1ccc(N2CCN(S(=O)(=O)c3ccc4ccccc4c3)CC2)cc1N1CCCCC1
  HCT116 survival: -2.3

(96) O/N=C/c1ccc(N2CCOCC2)cc1
  HCT116 survival: 1.1

Random excerpt: 3 records from the list, in no set order.
(94) O=C(Cn1cc(/C=C2/SC(=O)NC2=O)c2ccccc21)Nc1ccccc1
  HCT116 survival: -2.1

(96) O/N=C/c1ccc(N2CCOCC2)cc1
  HCT116 survival: 1.1

(95) O=[N+]([O-])c1ccc(N2CCN(S(=O)(=O)c3ccc4ccccc4c3)CC2)cc1N1CCCCC1
  HCT116 survival: -2.3

Only part of the results is shown, so the mix of outcomes need not match the whole.
